Assay outcomes (PubChem BioAssay)
Polio RdRp inh = poliovirus RdRp elongation inhibitors, primary screen, biochemical, fluorescence polarization, total intensity; poliovirus polymerase elongation; active compounds read low; % elongation, % (compound at 16.7 µg/mL); AID 588519, 2011; Genome polyprotein (Poliovirus type 1 (strain Mahoney)), P03300; 0.66% of 150,000 active; in the data active means % elongation below about 90%; further: some results filed as inactive read as strong as hits
Target sequence (P03300 1749-2209 limits assumed): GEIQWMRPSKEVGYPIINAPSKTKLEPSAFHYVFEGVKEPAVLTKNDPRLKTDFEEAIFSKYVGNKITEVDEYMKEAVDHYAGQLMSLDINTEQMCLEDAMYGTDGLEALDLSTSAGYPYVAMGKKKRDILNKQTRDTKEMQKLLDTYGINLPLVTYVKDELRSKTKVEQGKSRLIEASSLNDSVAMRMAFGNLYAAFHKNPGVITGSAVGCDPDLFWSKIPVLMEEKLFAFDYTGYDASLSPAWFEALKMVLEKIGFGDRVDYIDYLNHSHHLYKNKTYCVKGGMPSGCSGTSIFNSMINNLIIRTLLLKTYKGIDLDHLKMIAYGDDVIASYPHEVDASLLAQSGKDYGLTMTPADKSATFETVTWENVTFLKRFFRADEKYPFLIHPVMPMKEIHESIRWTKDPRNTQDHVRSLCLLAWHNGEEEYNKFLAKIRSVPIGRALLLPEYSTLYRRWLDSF
Polio RdRp inh FP z-score = also measured in Polio RdRp inh; calls as there; z-score; measured here: FP z-score; hits read low
An asterisk follows results filed as active; & = joins results of further samples.

SMILES	Polio RdRp inh	Polio RdRp inh FP z-score
CCN1CCN(C(=O)N[C@@H](C(=O)N[C@@H]2C(=O)N3C(C(=O)O)=C(CSc4nnnn4C)CS[C@H]23)c2ccc(O)cc2)C(=O)C1=O	100	0.1
COc1ccc(C(CNC(=O)COc2cc(C)cc(C)c2)N2CCCCC2)cc1 (centres undefined)	107	0.2
CC1Cc2ccccc2N1S(=O)(=O)c1ccc2c(c1)n(C)c(=O)c(=O)n2C (centres undefined)	101	-0.2
COc1ccccc1-n1nnc(C(=O)Nc2nccs2)c1C	101	-0.3
CCn1c(=O)cc(OCC(=O)NCc2ccc(C)cc2)c2ccccc21	104	2
N#C/C(=C/c1cn(Cc2ccc(F)cc2)c2ccccc12)C(=O)Nc1cccc(Cl)c1	109	0.7
COc1ccc(N(Cc2cccs2)C(=O)COc2cc(C)c(Cl)c(C)c2)cc1	102	-0.3
Cc1cccc(NC(=O)CSc2nc(=O)n(CCN3CCOCC3)c3c2CCC3)c1	108	0.3
CC(C)CC(=O)Nc1ccc(C(=O)Nc2ccc(O)cc2)cc1	99	-0.1
CCc1ccc(OCCNc2nc(C)c(Br)c(=O)[nH]2)cc1	102	0.7
O/N=C(\c1ccccc1)C1CC2CCC1CC2 (centres undefined)	104	0.1
O=C(Nc1nc2n(n1)C(c1ccc(F)cc1)C=C(c1ccccc1)N2)c1ccc(Cl)cc1 (centres undefined)	120	2.4
Fc1ccc(C(c2nnc(-c3ccccc3)o2)N2CCN(c3ccccc3)CC2)c(Cl)c1 (centres undefined)	109	0.7
Cc1ccc(NC(=O)C2CCCN(S(=O)(=O)c3ccc4c(c3)CCCC(=O)N4)C2)cc1Cl (centres undefined)	114	1.3
O=S1(=O)CCN2C(=N1)Oc1ccc(Cl)cc12	106	0.3
CCn1nc(Nc2ccc(C)cc2)c(Cl)c1Nc1ccc(C)cc1	103	0.2
Cc1cc(-c2ccccc2)nc2cc(C(=O)N3C(C)CCCC3C)nn12 (centres undefined)	101	-0.4
Cc1ccn2cc(-c3cccc(NS(=O)(=O)c4cc(C)c(C)cc4C)c3)nc2c1	102	0.2
Cc1nc(C(F)(F)F)nc(N2CCCCC2)c1Oc1ccccc1	105	0.8
C=CCOc1c(Br)cc(Br)c2cccnc12	102	0.3
O=C(NCc1ccccc1)c1cc2ccccc2[nH]1	108	-0.2
O=C(OCC(=O)N(Cc1ccco1)C12CC3CC(CC(C3)C1)C2)c1cnccn1	110	1
NC(=O)C1CCN(C(=O)c2ccccc2NC(=O)c2nsc3ccccc23)CC1	107	0
COc1ccc(OCC(=O)Nc2ccccc2C(=O)OCc2cc(=O)n3nc(C)sc3n2)cc1	108	0.4

Compounds shown so far containing bromine, in the order listed:
SMILES	Polio RdRp inh	Polio RdRp inh FP z-score
CCc1ccc(OCCNc2nc(C)c(Br)c(=O)[nH]2)cc1	102	0.7
C=CCOc1c(Br)cc(Br)c2cccnc12	102	0.3

Carrying on.
SMILES	Polio RdRp inh	Polio RdRp inh FP z-score
CCC(=O)Nc1cccc(-c2nc3ccccc3o2)c1C	103	1
Cc1cccc(-c2nc(C(N)=O)c3c(n2)n(-c2ccc4c(c2)OCO4)c(=O)n3C)c1	106	-0.2
COc1ccc(S(=O)(=O)n2ccnc2)cc1C(C)(C)C	103	-0.6
CC(=O)Nc1ccc(N2S(=O)(=O)c3ccccc3S2(=O)=O)cc1	101	-0.4
CC1(C)OC(=O)C(=Cc2ccccc2F)C(=O)O1	102	0.2
O=C(CSCCOc1ccccc1)N1CCOCC1	100	-0.6
Cc1ccc(NC(=O)CN2CCN(CCNS(=O)(=O)c3ccc(C)cc3)CC2)cc1	104	0.2
COc1cc(Cl)c(C)cc1NC(=O)C1CCN(c2nc3ccccc3n3cccc23)CC1	110	0.6
Cc1cc(C)nc(NNC2=CC(=O)CC(C)(C)C2)n1	100	-0.1
O=C(CSc1nc2c(oc3ccccc32)c(=O)n1-c1ccccc1F)Nc1ccccc1	109	1.5
CN1CCC(N(C)C(=O)CSc2ccc3ccccc3c2)CC1	100	-0.8
O=C(CC1Nc2ccccc2NC1=O)Nc1ccc(O)cc1 (centres undefined)	104	0.6

An excerpt from above in order of formula weight, smallest number first.
SMILES	Polio RdRp inh	Polio RdRp inh FP z-score
CCC(=O)Nc1cccc(-c2nc3ccccc3o2)c1C	103	1
Cc1ccc(NC(=O)CN2CCN(CCNS(=O)(=O)c3ccc(C)cc3)CC2)cc1	104	0.2
O=C(CSc1nc2c(oc3ccccc32)c(=O)n1-c1ccccc1F)Nc1ccccc1	109	1.5

Next entries follow:
SMILES	Polio RdRp inh	Polio RdRp inh FP z-score
Cc1ccc(CN(C)S(=O)(=O)c2ccc(Cl)cc2C(F)(F)F)o1	103	0.1
CN(C)C(=S)SCC(=O)c1ccc(Cl)cc1	106	0.4
CC(=O)N1c2ccc(S(=O)(=O)NCC3CCC(C(=O)Nc4ccc(C)c(C)c4)CC3)cc2CC1C (centres undefined)	114	-0.1
COc1ccc(N2CCN(C(=O)c3cc(S(=O)(=O)N4CCC(C)CC4)cn3C)CC2)cc1	107	0.3
COc1cccc(NC(=O)Cn2c(=O)oc3cc(S(=O)(=O)N4CCCCC4C)ccc32)c1 (centres undefined)	100	-0.2
Cc1nc(S(=O)(=O)N2CCN(c3ccccc3F)CC2)cn1C	112	1.4
N/C(=N/OC(=O)c1ccccc1F)c1nonc1N	104	1.1
O=c1/c(=C/c2cccs2)sc2ncnn12	98	-0.6
CCc1ccc2[nH]c(=O)c(C(c3nnnn3C(C)(C)C)N3CCN(C(=O)c4ccco4)CC3)cc2c1 (centres undefined)	105	0.2
CC(C)Cn1c(Sc2ncnc3sccc23)nc2ccccc2c1=O	106	0.4
NC(Cc1ccccc1)C(O)(c1ccccc1)c1ccccc1 (centres undefined)	102	0
O=C(O)c1ccc2nc(-c3cc4cccc(O)c4oc3=O)[nH]c2c1	79*	-4.6*
CCOC(=O)C(=NC1CCS(=O)(=O)C1)NNc1cc(C(F)(F)F)ccc1Cl (centres undefined)	99	-0.4
CC(=O)Nc1ccc(NC2OC(=O)c3ccccc32)cc1 (centres undefined)	105	0.8
O=C(Nc1nc2n(n1)C(c1ccc(F)cc1)C=C(c1ccccc1)N2)c1cccc([N+](=O)[O-])c1 (centres undefined)	108	0.3
COc1ccc(OCC(=O)N2CC(C)CC(C)C2)cc1 (centres undefined)	101	-0.2
CCOC(=O)c1c(C)[nH]c(C(=O)OCC(N)=O)c1C	96	-0.6
Cc1ccc(NC(=O)CC2C=CCC2)cc1 (centres undefined)	106	0.4
Cc1nc2sccn2c(=O)c1S(=O)(=O)N1CCN(c2ccc(F)cc2)CC1	113	0.9
Cc1ccc(Nc2nc(C(N)=O)c(NC(=O)c3ccccc3Br)s2)cc1	102	-1.5
C=CCn1c(SCC(=O)Nc2ccc3[nH]c(=O)[nH]c3c2)nc2ccccc2c1=O	101	-0.5
CCN(Cc1ccccc1)C(=O)c1cc(-c2ccc(C)c(C)c2)n[nH]1	102	0
O=C(c1ccc2c(c1)N(Cc1ccccc1F)C(=O)c1ccccc1S2(=O)=O)N1CCCC1	107	0.2
N#Cc1ccc(NC(=O)c2ccc(Br)cc2)cc1	99	-1.2
O=C(O)c1cn[nH]c1-c1ccc(F)cc1	103	0.5
O=C(Cn1c(=O)n(-c2ccccc2)c(=O)c2ccc(C(=O)NCc3ccc4c(c3)OCO4)cc21)Nc1ccc(Br)cc1	103	0
C(=C\c1ccccc1)/C=N/n1cnnc1	104	0.6
OCCCc1nc2ccccc2n1C1CCCCC1	101	-0.1
Cc1ccc(CN2CCc3nc(Nc4ccc5c(c4)OCCO5)ncc3C2)cc1	106	0.1
COc1ccc(S(=O)(=O)NCCc2csc(-c3ccc(F)cc3)n2)cc1F	110	0.8
Cc1ccc(C(=O)OCC(=O)N2CCOCC2)c(C)c1	103	0.7
Cc1c(Cl)cccc1NC(=O)c1ccc2snnc2c1	110	0.6
Cc1ccc(OCC(=O)NCC2(N3CCN(C)CC3)CCCCC2)cc1	112	1.1
CCCCCn1c(Br)nc2c1c(=O)n(CC(N)=O)c(=O)n2C	101	-0.4
CCCn1c2c(c(=N)c3c1CCC3)CCC2	102	0.2
COc1ccc(CCNC(=O)C2COc3ccccc3C2)cc1OC (centres undefined)	106	-0.1
CCCN(CCC)C(=O)CC(c1ccccc1)c1cc(Br)ccc1O (centres undefined)	103	0.5
COC(=O)CCC(=O)Oc1ccc2ccccc2c1	100	0.1
CC(=O)N1CCOc2cc(S(=O)(=O)N3CCCC3)c(Cl)cc21	102	0
COC(=O)C1=NN(c2ccccc2)C(=O)/C1=C\N(C)C	101	-0.3
CCc1oc2ccccc2c1/C=C/C(=O)O	103	0.2
O=C(NCC(=O)N1CCN(c2ccccc2F)CC1)c1ccco1	104	0.8
Cc1ccc(CNC(=O)CN(c2cc(C)cc(C)c2)S(=O)(=O)c2c(C)noc2C)cc1	109	0.9
COc1ccc(CC(=O)N2CC(=O)Nc3ccc(Br)cc3C2c2ccc(F)cc2)cc1OC (centres undefined)	101	-0.4
O=C(CSc1oc(-c2ccco2)nc1S(=O)(=O)c1ccc(Br)cc1)c1ccc(Cl)cc1	104	-0.3
O=C(c1cccc(S(=O)(=O)N2CCOCC2)c1)N1N=C(c2ccccc2)CC1(O)C(F)(F)F (centres undefined)	102	0
CCCNC(=S)N1CCC(C(=O)c2ccc(C)cc2)CC1	104	0.2
COc1ccc(-c2[nH]ncc2C(=O)NCc2cccc(Cl)c2)cc1	112	0.5

Grouped by structure: those above containing a cyano group.
SMILES	Polio RdRp inh	Polio RdRp inh FP z-score
N#C/C(=C/c1cn(Cc2ccc(F)cc2)c2ccccc12)C(=O)Nc1cccc(Cl)c1	109	0.7
N#Cc1ccc(NC(=O)c2ccc(Br)cc2)cc1	99	-1.2

Whole records, looked up by structure. Order of screens: Polio RdRp inh, Polio RdRp inh FP z-score
Profile of `CCCN(CCC)C(=O)CC(c1ccccc1)c1cc(Br)ccc1O` (centres undefined) : 103, 0.5
Profile of `O=C(c1cccc(S(=O)(=O)N2CCOCC2)c1)N1N=C(c2ccccc2)CC1(O)C(F)(F)F` (centres undefined) : 102, 0
Profile of `COc1ccc(-c2[nH]ncc2C(=O)NCc2cccc(Cl)c2)cc1` : 112, 0.5
Profile of `COc1ccc(CC(=O)N2CC(=O)Nc3ccc(Br)cc3C2c2ccc(F)cc2)cc1OC` (centres undefined) : 101, -0.4
Profile of `CC(=O)N1CCOc2cc(S(=O)(=O)N3CCCC3)c(Cl)cc21` : 102, 0

Further structures.
SMILES	Polio RdRp inh	Polio RdRp inh FP z-score
CC(=O)OC1CC2C(CCCC2(C)C)C2C(=O)C(O)C(C(C)C)C(=O)C12 (centres undefined)	105	0.3
O=C(Nc1ccccc1)OCC(CN1CCCCC1)OC(=O)Nc1ccccc1 (centres undefined)	100	0.1
O=C(Nc1ccccc1)N1CCn2cccc2C1Cc1ccccc1 (centres undefined)	99	-0.5
N#Cc1cn(-c2ccccc2)nc1-c1cccnc1	105	0.7
Cc1ccc2c(c1)-c1onc(C(=O)NCCN3CCc4ccccc4C3)c1CO2	104	0.3
CNCc1ccccc1F	101	-0.2
Cc1nc(Nc2ccc(S(N)(=O)=O)cc2)oc1C	101	-0.4
COc1ccc(CCNC(=O)c2nn(C)c3c2CSc2ccccc2-3)cc1OC	116	0.5
COc1cccc2c1Oc1ncccc1N(c1ccc(C(=O)N3CCCC3)s1)C2	100	-0.2
O=C(Cc1ccc(Cl)cc1)NCCCn1ccnc1	107	0.5
CCc1ccc(CNC(=O)CN2C(=O)c3cccnc3Oc3ccc(C)cc32)cc1	106	0.1
COc1ccc(-c2nc(SCC(=O)NCCc3ccccc3)n[nH]2)cc1	115	1.4
Cc1cc(C)c(S(=O)(=O)N2CCc3ccccc32)c(C)c1	142	3.6
Cc1nc2cc(C(=O)O)ccc2n1-c1ccc(Br)cc1	101	-0.3
O=C(NCC1COc2ccccc2O1)c1cc(-c2ccco2)nc2ccccc12 (centres undefined)	119	1.7
Cc1cc2c(cc(C(=O)NCc3ccc(Cl)cc3)n2Cc2ccc(Cl)cc2)o1	104	0.4
CS(=O)(=O)c1ccc(CC(=O)O)cc1	104	0.4
CCOc1ccccc1CNC(=O)c1cnc2sc(N3CCC(C)CC3)nn2c1=O	102	-0.9
Cc1ccc(C)c(NC(=O)C(NS(=O)(=O)c2ccc3c(c2)CCC(=O)N3)c2ccccc2)c1 (centres undefined)	113	1.7
CCOC(=O)Cn1c(=O)n(CCc2ccc(OC)c(OC)c2)c(=O)c2cccnc21	101	0
O=C(Nc1cccnc1)c1cc2c(s1)-c1ccccc1CC2	101	-0.4
Cc1nc2ccc(NS(=O)(=O)c3ccccc3C(F)(F)F)cc2s1	99	-0.4
CCCCCCCCCCCCC/C=C/[C@@H](O)[C@H](CO)NC(C)=O	105&101	1.4&0.4
C/C=C/C1(/[N+]([O-])=C/c2ccccc2)CCCCC1	101	0.2
CCOc1ccccc1NC(=O)c1ccccc1O	100	-0.1
Cc1ccc(Br)cc1S(N)(=O)=O	104	0.2
Cc1ccc2c(c1)CCCN2C(=O)CC(=O)N1CCCc2cc(C)ccc21	92	-2.1
COc1cc(NC(=O)c2cc(S(=O)(=O)N3CCC(C)CC3)cn2C)cc(OC)c1OC	110	0.9
COc1cccc(NC(=O)CSc2ccccc2)c1	104	0
Cc1cc(OCC(=O)O)c2ccccc2n1	104	0.8
O=C(CSc1nc2ccccc2nc1N1CCCC1)Nc1ccccc1	105	0.6
COc1ccc(OC)c(NC(=O)CSc2ccc(-c3sc(C)nc3C)nn2)c1	111	1
COc1ccccc1NC(=O)CN1C(=O)C(c2ccc(F)cc2)=NC1(C)C	111	0.8
Cc1cc(C)c(NC(=O)Cn2nc3c(cc2=O)CCCC3)c(C)c1	112	1
Oc1ccc(Cl)cc1-c1cc(-c2ccco2)[nH]n1	103	0.2
CCc1ccccc1OCC(=O)Nc1ccc(S(=O)(=O)Nc2nc(C)cc(C)n2)cc1	103	-0.2
CC(C)Cc1ccc(C(C)C(=O)NC(C)C)cc1 (centres undefined)	100	-0.2
CCCc1cc(=O)[nH]c(SCC(=O)c2ccc3c(c2)CCN3S(=O)(=O)CC)n1	106	0.3
Cc1ccc(-n2c(=O)c3c4c(sc3n(CC(=O)Nc3ccccc3C)c2=O)CCCCC4)cc1C	107	0.4

Only part of the results is shown; rates above refer to the full screens.
